Source: PubChem BioAssay
GC-A act: GC-A (human) enzyme activation; P16066; activation, % at 10 µM; 370,000 compounds, 0.14% hits; HEK293 GC-A cells, cGMP TR-FRET, EC30 ANP; 0% at EC30 ANP, 100% saturating ANP; in the data active = activation above about 40%
HGIII-sPLA2 inh: Blocks human group III sPLA2 activity | AID 743126 | QFRET BODIPY PC-A2 liposome hydrolysis, fluorescence | inhibition, % at 12.2 µM | 370,000 compounds, 0.56% hits;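 active = inhibition above mean plus 3 SD of compounds lying within the high and low control bounds, cut at about 19% in these data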;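 note: 0% = median of test compound wells and 100% = no enzyme DMSO wells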
Target sequence (Q9NZ20 whole entry, looked up): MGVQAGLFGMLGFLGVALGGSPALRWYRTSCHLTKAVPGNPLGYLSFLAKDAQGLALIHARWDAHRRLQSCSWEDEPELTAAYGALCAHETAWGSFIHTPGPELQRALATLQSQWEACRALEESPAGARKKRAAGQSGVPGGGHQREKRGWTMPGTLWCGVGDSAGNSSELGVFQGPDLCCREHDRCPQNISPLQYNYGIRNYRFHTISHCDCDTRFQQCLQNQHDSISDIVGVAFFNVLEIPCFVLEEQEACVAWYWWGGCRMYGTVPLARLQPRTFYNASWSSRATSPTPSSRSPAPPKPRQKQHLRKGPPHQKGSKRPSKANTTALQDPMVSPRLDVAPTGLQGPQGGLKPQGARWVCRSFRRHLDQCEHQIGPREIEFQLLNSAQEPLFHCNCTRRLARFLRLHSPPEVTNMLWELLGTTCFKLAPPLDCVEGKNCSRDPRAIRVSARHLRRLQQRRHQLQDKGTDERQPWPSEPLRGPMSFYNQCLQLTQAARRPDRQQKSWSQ
ASAP1 inh: blocks human ASAP1-stimulated Arf1 GTP hydrolysis. inhibition, % at 16.5 µM. GDP FP detection. AID 624377. 360,000 compounds, 0.19% hits. Q9ULH1; in the data active = inhibition above about 25%;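 note: 0% = vehicle with enzyme and substrate and 100% = no enzyme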
rCAG RNA binder: molecules binding r(CAG) RNA repeats. r(CAG) RNA repeat, TO-PRO-1 dye displacement fluorescence. 370,000 compounds, 1.3% hits. inhibition, % at 3 µM. AID 651821;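 active = inhibition above the plate cutoff, the mean of all test compounds on that plate plus 3 SD, cut at about 35% in these data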;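 note: 0% = DMSO alone and 100% = 100 µM mitoxantrone as full dye displacement; higher means more dye released from RNA so lower well fluorescence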
NPR2 activator: GC-B (human) receptor activation | P20594 | activation, % at 10 µM | AID 1920062 | 370,000 compounds, 0.11% hits | HEK293-GC-B cells, CNP EC30, cGMP TR-FRET; 0% at EC30 CNP, 100% saturating CNP;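 active = activation at 10 µM reaching about 35% in either raw or pattern-adjusted values, limit read from the data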
GAA850 FXN act: increases GAA850 frataxin promoter reporter activity; HEK293 lucGAA850 FXN promoter luciferase reporter, 24 h; percent of 10 µM SAHA response; activation, % at 6 µM; 360,000 compounds, 0.56% hits;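 active = activation above the average of all compounds screened plus 3 SD, cutoff fixed separately per campaign, cut at about 7.5% in these data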;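 note: 0% = DMSO wells and 100% = 10 µM SAHA wells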
ARFGAP1 inh: inhibits rat ARF GTPase activating protein 1 | Q62848 | 360,000 compounds, 0.26% hits | inhibition, % at 16.5 µM | Arfgap1-stimulated ARF1 GTP hydrolysis, GDP FP detection | AID 651572;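 active = inhibition above a per-plate limit, mean inhibition of low control wells plus 3 SD, cut at about 25% in these data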;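 note: 0% = DMSO wells with enzyme and 100% = wells lacking Arfgap1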
Target sequence (Q62848 1-136 limits assumed): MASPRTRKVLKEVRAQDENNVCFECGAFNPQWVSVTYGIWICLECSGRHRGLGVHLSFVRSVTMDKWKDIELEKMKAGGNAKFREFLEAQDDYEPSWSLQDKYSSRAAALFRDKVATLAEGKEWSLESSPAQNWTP
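Material: rat Arfgap1 GAP domain (His6, aa 1-136), purified enzyme. Also added: human ARF1(Δ1-17)-GTP substrate. Compound dosing: 16.5 µM single point, 1.26% DMSO. Timing: enzyme reaction 120 min at 25 °C after 20 min preincubation. Signal: GDP detection by fluorescence polarization. Read-out basis: percent inhibition of GAP-stimulated GDP formation, scaled between DMSO and no-Arfgap1 medians.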
ADAM10 inh: inhibitors of human ADAM10 | O14672 | recombinant ADAM10, EDANS/DABCYL FRET peptide cleavage, 3 h | inhibition, % at 7 µM | 370,000 compounds, 0.62% hits | AID 720582;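 active = inhibition above a per-campaign cutoff equal to the mean of compounds falling between control-based bounds plus 3 SD, cut at about 20% in these data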;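 note: 0% = DMSO wells while the 100% control is not disclosed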
Tn6 DDE FP: disrupts Tn6 cyclic peptide binding to fibrin D-Dimer-E complex; inhibition, % at 8.3 µM; Fibrin DD(E) TRITC-Tn6 fluorescence polarization displacement; 370,000 compounds, 0.21% hits; P02675; AID 720509;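 active = inhibition above a per-campaign cutoff: mean of compounds within control limits plus 3 SD, cut at about 15% in these data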;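 note: 0% = median of all compound wells on the plate and 100% = blocking peptide control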
proKLK7 act: proKLK7 (human) activation, primary screen; activation, % at 7 µM; purified proKLK7, EDANS-DABCYL substrate fluorescence; 100% is mature enzyme control, 0% vehicle; 370,000 compounds, 0.9% hits;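 active = activation above the mean of all tested compounds plus 3 SD, computed per campaign excluding outliers beyond control limits, cut at about 13% in these data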
Target sequence (P49862 whole entry, looked up): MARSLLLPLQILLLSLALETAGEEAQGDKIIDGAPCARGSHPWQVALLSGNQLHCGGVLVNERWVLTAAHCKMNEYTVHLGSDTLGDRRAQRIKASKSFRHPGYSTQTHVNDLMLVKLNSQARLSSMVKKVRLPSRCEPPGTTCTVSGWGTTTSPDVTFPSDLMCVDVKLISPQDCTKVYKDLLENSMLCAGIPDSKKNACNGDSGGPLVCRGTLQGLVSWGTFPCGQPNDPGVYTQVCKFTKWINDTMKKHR
Active calls of the source: *.

For COC(=O)[C@@]12CCCCN1[C@H](c1ccc(-c3ccc(Cl)c(Cl)c3)c(OC)c1)[C@@H]1C(=O)N(C)C(=O)[C@@H]12 the results were GC-A act -1.6, HGIII-sPLA2 inh 3.4, ASAP1 inh -3.9, rCAG RNA binder -0.1, NPR2 activator -4.2, GAA850 FXN act 0.9, ARFGAP1 inh -5.0, ADAM10 inh 7.9, Tn6 DDE FP -3.0 and proKLK7 act -0.6.
COc1cc(C2CC(=O)Nc3ccccc3S2)cc(OC)c1OC (stereo not given) was read as GC-A act -3.5, HGIII-sPLA2 inh -0.3, ASAP1 inh -3.6, rCAG RNA binder -5.9, NPR2 activator 1.7, GAA850 FXN act -1.7, ARFGAP1 inh -7.9, ADAM10 inh 2.4, Tn6 DDE FP 1.9 and proKLK7 act -0.5.
Screening COc1ccc(C(=O)CCS(=O)(=O)c2ccc(C)cc2)cc1 returned GC-A act 9.3, HGIII-sPLA2 inh 5.9, ASAP1 inh -5.6, rCAG RNA binder -5.7, NPR2 activator -1.8, GAA850 FXN act 2.2, ARFGAP1 inh 1.6, ADAM10 inh -3.2, Tn6 DDE FP -1.1 and proKLK7 act -0.4.
O=C(COC(=O)CNC(=O)c1ccc(-c2ccccc2)cc1)NCc1ccco1 was read as GC-A act 2.9, HGIII-sPLA2 inh -5.6, ASAP1 inh 4.1, rCAG RNA binder 4.6, NPR2 activator -3.9, GAA850 FXN act -0.1, ARFGAP1 inh 4.5, ADAM10 inh 3.4, Tn6 DDE FP 4.4 and proKLK7 act -0.2.
`Cn1c(SCC(=O)Nc2ccccc2Oc2ccccc2)nnc1C1CC1` gave GC-A act 1.6, HGIII-sPLA2 inh 15.2, ASAP1 inh -10.5, rCAG RNA binder -0.5, NPR2 activator -3.1, GAA850 FXN act 2.3, ARFGAP1 inh -4.5, ADAM10 inh -12.3, Tn6 DDE FP 3.1 and proKLK7 act -0.5.
`COc1ccc(C(=O)COC(=O)Cn2c(C)csc2=O)c(OC)c1` gave GC-A act 4.0, HGIII-sPLA2 inh -0.3, ASAP1 inh 5.9, rCAG RNA binder 5.1, NPR2 activator -1.5, GAA850 FXN act 2.8, ARFGAP1 inh -16.2, ADAM10 inh -6.6, Tn6 DDE FP -5.3 and proKLK7 act -0.1.
CCc1ccc(CCC(=O)Nc2ccc(S(N)(=O)=O)cc2)o1 was read as GC-A act -0.6, HGIII-sPLA2 inh -25.1, ASAP1 inh -0.5, rCAG RNA binder 10.8, NPR2 activator 2.5, GAA850 FXN act 1.1, ARFGAP1 inh -6.1, ADAM10 inh -5.7, Tn6 DDE FP 10.5 and proKLK7 act 0.4.
Screening Cc1ccc(C(=O)NC(=S)Nc2ccc(NC(=O)c3cccs3)cc2)cc1[N+](=O)[O-] returned GC-A act -9.4, HGIII-sPLA2 inh 2.8, ASAP1 inh -2.3, rCAG RNA binder 3.5, NPR2 activator -0.5, GAA850 FXN act 2.9, ARFGAP1 inh 1.4, ADAM10 inh 2.7, Tn6 DDE FP 2.8 and proKLK7 act 0.2.
For CC(C)(C)NC(=O)C[n+]1ccc(C(N)=O)cc1 the results were GC-A act 4.0, HGIII-sPLA2 inh 3.7, ASAP1 inh 9.8, rCAG RNA binder 1.2, NPR2 activator -0.6, GAA850 FXN act -0.5, ARFGAP1 inh 2.4, ADAM10 inh 0.9, Tn6 DDE FP 5.6 and proKLK7 act 0.1.
For CCOC(=O)N1CCN(c2nc3ccccc3n3cnnc23)CC1 the results were GC-A act 2.8, HGIII-sPLA2 inh 0.2, ASAP1 inh 7.1, rCAG RNA binder -1.1, NPR2 activator -3.1, GAA850 FXN act 1.8, ARFGAP1 inh 3.4, ADAM10 inh 2.2, Tn6 DDE FP -4.4 and proKLK7 act -0.2.
Screening CCOc1cc(/C=N/NC(=O)c2ccncc2)cc(Cl)c1OS(C)(=O)=O returned GC-A act -0.6, HGIII-sPLA2 inh 2.2, ASAP1 inh 17.1, rCAG RNA binder -6.3, NPR2 activator -0.8, GAA850 FXN act -1.0, ARFGAP1 inh 5.9, ADAM10 inh -9.0, Tn6 DDE FP 5.1 and proKLK7 act 0.8.
Screening Cc1c2c(nc3ccccc13)OCC2 returned GC-A act 1.5, HGIII-sPLA2 inh -5.3, ASAP1 inh 5.9, rCAG RNA binder 4.0, NPR2 activator 4.7, GAA850 FXN act 1.1, ARFGAP1 inh 20.6, ADAM10 inh -4.0, Tn6 DDE FP -1.2 and proKLK7 act 0.1.
For CCC(C)(C(=O)NC1CCCCC1)N(C(=O)c1ccccn1)c1ccc(C)cc1 (stereo not given) the results were GC-A act -1.8, HGIII-sPLA2 inh -0.8, ASAP1 inh -5.2, rCAG RNA binder -10.8, NPR2 activator -3.6, GAA850 FXN act -2.8, ARFGAP1 inh -8.3, ADAM10 inh -5.3, Tn6 DDE FP -0.7 and proKLK7 act -0.1.
`Cc1sc(NC(=O)c2ccco2)c(C(c2cccnc2)N2CCN(C)CC2)c1C` (stereo not given) gave GC-A act -38.4, HGIII-sPLA2 inh -8.6, ASAP1 inh -10.4, rCAG RNA binder -9.7, NPR2 activator -22.6, GAA850 FXN act -3.3, ARFGAP1 inh 6.1, ADAM10 inh 2.3, Tn6 DDE FP 3.7 and proKLK7 act -1.1.
Cc1cccc(-n2ccc(=O)c(C(=O)Nc3ccc(S(=O)(=O)Nc4nccc(C)n4)cc3)n2)c1 was read as GC-A act 0.4, HGIII-sPLA2 inh 5.1, ASAP1 inh 4.1, rCAG RNA binder 5.0, NPR2 activator -2.3, GAA850 FXN act 2.4, ARFGAP1 inh 1.1, ADAM10 inh -4.0, Tn6 DDE FP -2.4 and proKLK7 act 0.6.
Cc1cccc(NC(=O)CSc2nc3ccc(N4C(=O)c5ccccc5C4=O)cc3s2)c1C was read as GC-A act 3.6, HGIII-sPLA2 inh 3.0, ASAP1 inh -12.1, rCAG RNA binder 5.5, NPR2 activator 3.2, GAA850 FXN act -0.2, ARFGAP1 inh 0.2, ADAM10 inh -4.2, Tn6 DDE FP 3.2 and proKLK7 act 0.5.
`O=C(Nc1ccc(Cc2ccncc2)cc1)c1cccs1` gave GC-A act -0.4, HGIII-sPLA2 inh -5.5, ASAP1 inh -19.4, rCAG RNA binder 1.5, NPR2 activator 2.2, GAA850 FXN act 2.0, ARFGAP1 inh -4.9, ADAM10 inh -5.1, Tn6 DDE FP -6.0 and proKLK7 act 0.5.
CCN(CC)Cc1c(O)c(Cl)cc2c3c(c(=O)oc12)CCCC3 was read as GC-A act 4.0, HGIII-sPLA2 inh 1.6, ASAP1 inh -23.1, rCAG RNA binder 14.8, NPR2 activator -2.3, GAA850 FXN act -0.3, ARFGAP1 inh -10.5, ADAM10 inh inactive, Tn6 DDE FP -3.4 and proKLK7 act 49.4*.
`CCOc1ccc(Nc2nc(N)nc(CN3CCN(c4ccccc4F)CC3)n2)cc1` gave GC-A act 0.0, HGIII-sPLA2 inh -8.8, ASAP1 inh 2.7, rCAG RNA binder -1.9, NPR2 activator 1.0, GAA850 FXN act 3.3, ARFGAP1 inh 16.6, ADAM10 inh 0.8, Tn6 DDE FP -7.4 and proKLK7 act -0.8.
Screening CCN(CC)CC#CC(C)OCOCC#CCOC (stereo not given) returned GC-A act 2.6, HGIII-sPLA2 inh -3.0, ASAP1 inh 13.8, rCAG RNA binder -1.9, NPR2 activator 4.4, GAA850 FXN act -1.9, ARFGAP1 inh 7.1, ADAM10 inh -1.6, Tn6 DDE FP -3.5 and proKLK7 act -0.4.
Screening O=[N+]([O-])c1ccc(-n2nncc2-c2ccc(Cl)cc2)cc1 returned GC-A act -16.0, HGIII-sPLA2 inh -3.0, ASAP1 inh -8.0, rCAG RNA binder -3.8, NPR2 activator -7.8, GAA850 FXN act 3.3, ARFGAP1 inh 3.0, ADAM10 inh -6.6, Tn6 DDE FP -2.9 and proKLK7 act -0.2.
For N#CCCN(C(=O)CSc1nc2nc(-c3cccs3)cc(C(F)(F)F)c2c(=O)[nH]1)c1ccccc1 the results were GC-A act 1.0, HGIII-sPLA2 inh 6.5, ASAP1 inh -2.2, rCAG RNA binder 2.9, NPR2 activator -3.5, GAA850 FXN act 1.8, ARFGAP1 inh 4.9, ADAM10 inh -98.7, Tn6 DDE FP 3.4 and proKLK7 act 0.9.
For COc1cccc(C2C(C#N)=C(N)OC(C(C)(C)C)=C2C#N)c1 (stereo not given) the results were GC-A act -7.2, HGIII-sPLA2 inh -2.5, ASAP1 inh 2.2, rCAG RNA binder -0.9, NPR2 activator -11.2, GAA850 FXN act -1.8, ARFGAP1 inh 8.2, ADAM10 inh -9.3, Tn6 DDE FP -8.1 and proKLK7 act -3.1.
`Cc1ccccc1Nc1nc(Nc2ccccc2C)nc(SC2=NCCS2)n1` gave GC-A act -2.7, HGIII-sPLA2 inh 0.6, ASAP1 inh -4.6, rCAG RNA binder 4.1, NPR2 activator -12.0, GAA850 FXN act -7.3, ARFGAP1 inh -2.3, ADAM10 inh 19.8*, Tn6 DDE FP -6.1 and proKLK7 act 0.4.
Screening CC(=O)Nc1cccc(C(=O)OCC(=O)Nc2ccc(Cl)cn2)c1 returned GC-A act -3.7, HGIII-sPLA2 inh 2.8, ASAP1 inh -1.0, rCAG RNA binder 1.0, NPR2 activator -1.4, GAA850 FXN act -0.6, ARFGAP1 inh -0.9, ADAM10 inh -9.7, Tn6 DDE FP -1.8 and proKLK7 act -0.2.
For CC(=O)OCC(COC(C)=O)(CN1C(=O)c2ccccc2C1=O)CN1C(=O)c2ccccc2C1=O the results were GC-A act 0.5, HGIII-sPLA2 inh -2.7, ASAP1 inh -0.4, rCAG RNA binder 3.6, NPR2 activator 5.2, ARFGAP1 inh 8.0, ADAM10 inh 6.1, Tn6 DDE FP -0.2 and proKLK7 act 0.3.
Screening CSCC[C@H](NC(=O)N1CCn2c1nc1ccccc12)C(=O)NCc1ccc(C)cc1 returned GC-A act -1.8, HGIII-sPLA2 inh -9.1, ASAP1 inh -1.9, rCAG RNA binder -2.8, NPR2 activator -2.7, GAA850 FXN act 0.5, ARFGAP1 inh 7.2, ADAM10 inh 4.2, Tn6 DDE FP 3.5 and proKLK7 act 0.1.
For CCOC(=O)/C=C/C(=O)Nc1ccc(Oc2ccccc2)cc1 the results were GC-A act 39.0, HGIII-sPLA2 inh -7.4, ASAP1 inh 5.6, rCAG RNA binder 1.6, NPR2 activator 4.0, GAA850 FXN act 1.9, ARFGAP1 inh 7.7, ADAM10 inh 21.4*, Tn6 DDE FP -6.2 and proKLK7 act -0.1.
CC(C)CCn1c(CN2CCN(C(=O)c3ccco3)CC2)nc2c1c(=O)n(C)c(=O)n2C was read as GC-A act 3.2, HGIII-sPLA2 inh -2.7, ASAP1 inh 1.2, rCAG RNA binder -0.5, NPR2 activator -8.5, GAA850 FXN act 1.4, ARFGAP1 inh -0.2, ADAM10 inh -9.7, Tn6 DDE FP 0.1 and proKLK7 act 0.9.
For C/C(=N\NC(=O)C1CC1)c1ccc(C(C)(C)C)cc1 the results were GC-A act 1.2, HGIII-sPLA2 inh 6.3, ASAP1 inh -6.0, rCAG RNA binder -5.7, NPR2 activator -1.6, GAA850 FXN act 1.5, ARFGAP1 inh 6.4, ADAM10 inh -1.4, Tn6 DDE FP -2.9 and proKLK7 act 0.6.
